TPT1 inh – C. albicans TPT1 enzyme inhibition; recombinant caTPT1, FP RNA substrate dephosphorylation; inhibition, % at 5 µM; 0.81% of 300,000 active;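 active = inhibition above the mean of all tested compounds plus 3 SD, set per screening campaign, cut at about 24% in these data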;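 note: plate controls were DMSO alone for no effect and ferristatin control at 100 nM for full effect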
Bcl-xL primary – Bcl-xL (human) inhibition; Q07817; GST-Bcl-xL / FITC-Bim BH3 peptide fluorescence polarization; inhibition, % at 10.9 µM; 0.7% of 320,000 active; AID 2129;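 active = inhibition above the mean of all tested compounds plus 3 SD, cutoff set per campaign, cut at about 30% in these data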;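 note: 0% = DMSO wells and 100% = unlabeled Bim-BH3 peptide competitor; inhibitors lower millipolarization by displacing the labeled peptide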
Target sequence (Q07817 whole entry, looked up): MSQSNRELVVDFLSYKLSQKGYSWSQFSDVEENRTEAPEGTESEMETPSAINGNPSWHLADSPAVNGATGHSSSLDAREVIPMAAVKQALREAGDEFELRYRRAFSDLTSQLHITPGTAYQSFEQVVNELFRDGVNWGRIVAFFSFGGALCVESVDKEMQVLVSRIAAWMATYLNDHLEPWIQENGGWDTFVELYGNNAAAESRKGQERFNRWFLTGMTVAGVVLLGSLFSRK
Fam108B inh – counter-screen for RBBP9 inhibitors: inhibitors of mouse Fam108B; recombinant Fam108B, FP-Rh probe fluorescence polarization; inhibition, % at 9.51 µM; 0.33% of 300,000 active;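 active = inhibition above the screen mean inhibition plus 3 SD, computed separately per campaign, cut at about 18% in these data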;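 note: inhibitors lower polarization as less probe binds the enzyme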
PME-1 primary – PME-1 (human) inhibition; Q9Y570; recombinant PME-1, FP-Rh probe fluorescence polarization; inhibition, % at 5.9 µM; 0.53% of 320,000 active; AID 2130;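 active = inhibition above the campaign mean of all compounds plus 3 SD, cut at about 26% in these data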;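 note: competitive labeling of PME-1 active site by serine hydrolase directed probe; 0% = PME-1 with DMSO and 100% = wells lacking PME-1 enzyme; inhibitors block probe labeling so polarization falls and inhibition rises; many of its hits are not listed in these tables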
PAD4 inh – inhibitors of human PAD4. Q9UM07. recombinant PAD4, RCA probe fluorescence polarization. inhibition, % at 6.36 µM. 0.41% of 330,000 active. AID 485272;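 active = percent inhibition above a cutoff equal to the mean of all tested compounds plus 3 SD, cut at about 15% in these data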;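 note: 0% = PAD4 with RCA probe and DMSO and 100% = probe without PAD4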
GLD-1 TGE inh – GLD-1-TGE RNA interaction inhibition (C. elegans); 0.44% of 320,000 active; Q17339; AID 2280; purified GLD-1 + fluorescein TGE RNA, fluorescence polarization; inhibition, % at 5.96 µM;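 active = percent inhibition above a per-plate cutoff, the plate mean of test compounds plus 3 SD, cut at about 30% in these data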;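 note: 0% = DMSO wells with GLD-1 and probe and 100% = wells lacking GLD-1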
MCL1-BIM inh – disrupts human MCL1 binding to BIM-BH3 peptide | Q07820 | GST-MCL1 / FITC-Bim-BH3 fluorescence polarization | inhibition, % at 10.9 µM | 0.68% of 320,000 active | AID 2057;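 active = inhibition above the mean inhibition of all tested compounds plus 3 SD, set per campaign, cut at about 40% in these data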;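 note: 0% = DMSO wells and 100% = unlabeled Bim-BH3 peptide control; higher means more loss of mP so more displacement of Bim peptide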
Target sequence (Q07820 whole entry, looked up): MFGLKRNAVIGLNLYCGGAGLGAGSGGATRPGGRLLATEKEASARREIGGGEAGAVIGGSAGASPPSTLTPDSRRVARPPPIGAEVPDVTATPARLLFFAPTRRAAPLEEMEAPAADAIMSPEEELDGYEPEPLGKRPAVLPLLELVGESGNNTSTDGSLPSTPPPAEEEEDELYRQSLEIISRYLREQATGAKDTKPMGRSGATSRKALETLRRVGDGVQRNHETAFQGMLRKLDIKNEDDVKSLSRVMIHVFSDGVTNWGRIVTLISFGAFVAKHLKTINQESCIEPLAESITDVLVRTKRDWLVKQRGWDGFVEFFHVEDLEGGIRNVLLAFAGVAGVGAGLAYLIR
MEX-5 binding – C. elegans MEX-5 TCR-2 RNA binding activity; Q9XUB2; MEX-5/FITC-TCR2 RNA binding, fluorescence polarization; active compounds read low; activity score (negative = inhibition of binding), % at 10 µM; 0.38% of 300,000 active; AID 1832;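 active = inhibition past about -25% in most replicates, and total fluorescence under double the plate's negative control median, limit read from the data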;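 note: 0% = DMSO and -100% = 5 µM competing unlabeled TCR2 RNA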
Target sequence (Q9XUB2 whole entry, looked up): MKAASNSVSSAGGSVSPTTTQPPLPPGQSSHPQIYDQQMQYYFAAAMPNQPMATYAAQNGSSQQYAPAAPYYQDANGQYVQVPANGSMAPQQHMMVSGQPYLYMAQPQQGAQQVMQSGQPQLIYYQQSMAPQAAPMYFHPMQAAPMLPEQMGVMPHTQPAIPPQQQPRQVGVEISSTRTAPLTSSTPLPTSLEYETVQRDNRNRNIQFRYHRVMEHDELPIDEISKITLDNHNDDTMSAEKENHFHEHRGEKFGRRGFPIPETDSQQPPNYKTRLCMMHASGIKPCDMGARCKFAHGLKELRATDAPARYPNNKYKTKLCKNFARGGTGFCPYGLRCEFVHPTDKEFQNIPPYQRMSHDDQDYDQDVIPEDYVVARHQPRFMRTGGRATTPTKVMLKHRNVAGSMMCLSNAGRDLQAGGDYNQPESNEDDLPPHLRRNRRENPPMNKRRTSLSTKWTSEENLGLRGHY
GSTO1 inh – counter-screen for RBBP9 inhibitors: inhibitors of human GSTO1. P78417. recombinant GSTO1, activity-based probe fluorescence polarization. inhibition, % at 5.96 µM. 1.1% of 300,000 active;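 active = inhibition above the campaign mean inhibition plus 3 SD, cut at about 35% in these data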;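 note: 0% = GSTO1-1 with DMSO and 100% = wells lacking GSTO1-1 enzyme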
Starred values were filed as active, the others as inactive; x = no result given.

SMILES	TPT1 inh	Bcl-xL primary	Fam108B inh	PME-1 primary	PAD4 inh	GLD-1 TGE inh	MCL1-BIM inh	MEX-5 binding	GSTO1 inh
COc1cccc(-c2nc(CS(=O)CC(=O)NCCc3ccc(C)cc3)c(C)o2)c1 (stereo not drawn)	-3.6	9.0	-0.2	1.3	-7.5	-3.1	1.5	0.6	-3.5
CC(NC(=O)/C(=C\c1cccc([N+](=O)[O-])c1)NC(=O)c1ccco1)C(=O)O (stereo not drawn)	-0.6	1.8	3.4	7.5	-3.4	4.2	3.0	-1.3	-2.4
COc1ccc(-c2oc3c(OC)c(OC)c(OC)c(O)c3c(=O)c2OC)cc1OC	3.6	3.9	1.1	3.6	0.1	3.8	-2.6	-3.4	5.1
CCN(Cc1nc(-c2ccc(Cl)cc2)no1)CC1CCCO1 (stereo not drawn)	-1.2	11.6	-4.5	3.5	-3.6	-2.7	5.5	-0.6	0.6
CS(=O)(=O)N(CC(=O)Nc1ccc(Br)cc1)C1CCCCC1	-4.0	7.0	-4.0	7.3	-2.0	-8.8	3.9	-4.3	0.6
N/C(Cc1nc(-c2ccc(Br)cc2)cs1)=N\O	0.4	4.0	-1.8	-4.6	-4.8	-3.1	4.7	1.8	-0.6
COc1ccc(-n2nc(C(=O)NCC(=O)NCCCN3CC(C)CC(C)C3)c3ccccc3c2=O)cc1 (stereo not drawn)	-1.0	3.2	2.6	-2.0	-2.8	-7.0	-0.2	2.5	4.5
O=C(O)c1ccccc1C(=O)NCCCn1ccnc1	-4.8	0.1	4.1	1.6	-0.6	2.5	-0.1	-0.5	0.8
CCCCCCSc1cc(-c2nc3ccc(Cl)cn3c2NC2CCCCC2)ccc1OC	3.2	6.0	0.1	0.1	2.2	2.6	1.7	-0.8	5.9
CC1=C(C(=O)OCc2ccccc2)C(c2ccc(C#N)cc2)NC(=O)N1CCCC(=O)O (stereo not drawn)	-1.3	0.3	-4.7	4.2	-10.1	4.1	-5.5	-0.3	-1.4
CC(/C=C/C=C/c1ccccc1)=N/NC(=O)CNc1ccccc1C	-0.8	0.9	4.3	-3.3	-7.2	0.1	-6.6	0.7	-0.9
Cn1cccc1Cc1nnc(SCC(=O)NCc2ccco2)n1CCc1ccccc1	-1.5	0.6	2.4	-1.6	2.7	-0.3	3.4	5.8	7.1
O=C1CC(c2ccco2)CC(O)=C1C=NCC1CCNCC1 (stereo not drawn)	-1.8	-0.1	-1.8	-5.4	-0.9	6.7	5.0	-0.8	-5.2
COc1cc(CNn2cn[nH]c2=S)cc(Br)c1OCc1ccccc1F	-2.3	-11.8	7.7	6.5	0.4	0.6	-9.7	-0.4	4.8
COC(=O)c1cc(C(=O)Nc2cccc(C)n2)cc([N+](=O)[O-])c1	1.8	1.8	-1.6	-3.4	1.8	6.0	2.7	2.9	-3.2
COc1ccc(/C(C)=N/Nc2nc3ccccc3n3cnnc23)cc1OC	2.2	-0.7	0.7	1.9	0.3	-1.7	-4.9	-13.9	0.5
CCOc1ccc(N2C(=O)CC(N3CCC(NC(=O)Nc4ccccc4)CC3)C2=O)cc1 (stereo not drawn)	2.3	5.7	10.4	4.3	0.2	-0.7	1.9	-1.1	-4.9
CS(=O)(=O)c1ccc(C(=O)NCc2ccccc2F)cc1	0.1	2.9	-9.5	5.9	-3.4	-3.9	-1.1	0.4	-5.3
CSC1=C(C#N)C(c2sccc2C)CC(=O)N1 (stereo not drawn)	-0.4	1.8	-1.3	0.8	-0.6	-7.3	0.0	0.9	-7.6
Cc1ccc(OCC(=O)O/N=C(\N)Cc2ccc([N+](=O)[O-])cc2)cc1C	-4.2	-1.4	1.0	0.7	-4.0	0.4	-3.6	2.2	6.7
COC(=O)CCCN=C1SCCN1Cc1ccccc1	-4.4	5.1	0.2	0.9	2.4	-6.4	2.9	0.4	-1.9
COc1cc(N2CCOCC2)ncn1	-0.5	4.1	0.4	-2.9	0.3	2.7	10.1	0.0	2.2
CC(C)(C)c1ccc(C(=O)NC(Cc2ccccc2)C(=O)O)cc1 (stereo not drawn)	-1.8	4.3	-2.9	-3.0	0.5	10.5	-2.0	-0.9	4.2
CC(=O)c1ccc(OCc2cc(C(=O)NCCc3ccc(Cl)cc3)no2)cc1	-1.2	8.1	0.1	3.1	-2.6	3.6	4.6	0.0	-0.3
Cc1cc(C(=O)CN2C(=O)C(=O)N(Cc3ccco3)C2=O)c(C)n1CCc1ccccc1	x	-0.2	x	-4.2	3.8	8.9	1.5	x	x
COc1ccc(NC(=S)N(CCc2nc3cc(C)c(C)cc3[nH]2)Cc2cccnc2)cc1	-5.9	-2.6	3.4	6.4	2.8	0.6	4.6	1.9	-0.1
O=C1C2C3CCCC3=C3CCCC3C2C(=O)N1c1cccc(Cl)c1 (stereo not drawn)	-2.8	24.3	2.5	-9.8	-3.1	19.6	25.9	1.7	5.9
COc1cc(C(=O)Nc2ccc(C#N)cc2)c([N+](=O)[O-])cc1OC	-2.9	3.4	-0.1	-1.1	-0.7	0.5	-6.5	-0.2	0.8
CN(CCC#N)S(=O)(=O)c1ccc2[nH]cc(C(=O)NCCc3ccccc3)c(=O)c2c1	1.2	9.9	-4.8	-3.4	1.1	4.7	1.5	-0.2	-10.9
COc1c(C)cccc1C(=O)NC(=S)Nc1ccccc1N1CCCC1	-6.4	7.8	6.9	5.4	-3.0	-3.8	14.2	3.0	0.4
O=C(c1c(F)cccc1F)N1CCN(S(=O)(=O)c2ccc3c(c2)OCCO3)CC1	x	1.0	x	3.9	1.1	-2.7	1.1	x	x
COc1ccccc1N=Nc1c(C)n[nH]c1C	2.1	-1.0	4.7	-1.0	2.0	-2.6	-5.0	1.0	0.9
COC(=O)c1cccc(NC(=O)C(C)(C)C)c1	0.3	3.0	-3.7	1.3	1.8	2.6	10.2	0.0	-0.2
CC(=O)c1ccc(NC2c3ncccc3C(=O)N2Cc2ccc(F)cc2)cc1 (stereo not drawn)	-0.9	1.8	5.5	4.9	-0.7	1.5	-2.0	-1.8	-0.2
N#Cc1cccc(NC(=O)CSc2sc3c(O)cc(=O)[nH]c3c2C#N)c1	-0.4	1.4	-0.1	-18.1	-2.8	0.2	-4.3	-0.6	-16.8
COc1cc(NS(=O)(=O)c2ccc(NC(=O)/C=C/C(=O)O)cc2)nc(OC)n1	-6.9	-1.3	-3.5	4.0	-2.3	6.7	-2.3	-1.2	5.9
C=CCn1c(CC(C)(C)C)nc2ccccc21	-29.7	28.7	0.7	-0.5	3.3	13.4	30.2	-0.2	1.6
CN(CC(=O)Nc1ccc(F)cc1)C(=O)COC(=O)C1CCN(c2ccc(C(F)(F)F)cn2)CC1	-0.9	-12.0	-1.9	-3.9	-4.9	7.7	-15.7	-3.2	-4.3
CC(C)c1cccc(C(C)C)c1NC(=O)COC(=O)c1ccc(OCC(=O)Nc2cccc(C(F)(F)F)c2)cc1	-0.9	3.5	-42.3	-8.9	-0.1	1.8	-4.2	3.4	5.0
COc1ccc(NC(=O)CSc2nnc(CCC(=O)Nc3ccc(C)c(Cl)c3)n2C)cc1	-5.2	0.8	-1.0	-3.0	4.7	-2.4	3.5	0.7	-3.6
Cc1ccccc1C1CC(=O)NC2=C1C(=O)CCC2 (stereo not drawn)	-0.5	2.0	-1.6	1.9	-1.0	5.0	8.0	0.6	5.8
CN(C)c1ccc(/C=N/NC(=O)c2ccn(C)n2)cc1	-0.7	0.6	-4.9	6.3	-2.6	3.4	-2.4	-2.5	10.9
CCC(CC)C(=O)N1CC(=O)Nc2ccc(Br)cc2C1c1ccccc1 (stereo not drawn)	1.9	0.1	1.9	5.3	-0.3	3.9	-3.7	3.6	0.2
CC(=Nc1ccccc1C(F)(F)F)c1ccncc1	-1.2	2.4	0.3	-10.1	-1.1	-4.9	-4.8	2.1	-3.5
O=c1c2ccccc2nnn1CSc1nnc(COc2ccc(Cl)cc2)n1Cc1ccco1	-1.7	-4.6	2.1	-0.7	-0.6	4.0	-2.0	-2.4	0.1
C=CCNC(=O)C1CC(=O)N(c2ccc(OCC(=O)Nc3ccc(CC)cc3)cc2)C1 (stereo not drawn)	-1.3	1.6	2.6	-2.6	0.0	-4.6	6.0	0.1	-1.9
CCc1noc(C)c1C(=O)N1CCN(S(=O)(=O)c2c(C)c(C)cc(C)c2C)CC1	3.3	-3.1	2.3	5.6	-3.9	1.0	3.6	0.9	2.7
COc1ccc(CNC(=O)CNC(=O)c2ccc(Br)o2)cc1OC	-0.7	0.8	2.9	0.3	-1.9	5.5	-6.9	2.8	1.7
CCCCC(=O)Nc1cc([N+](=O)[O-])ccc1Cl	-1.0	6.8	-2.5	0.5	0.0	1.2	4.0	1.8	-3.3
COC(=O)[C@H](Cc1ccccc1)NC(=O)NCc1cccs1	-2.6	3.4	4.2	0.3	3.8	-0.2	3.0	2.0	-3.0
CC(C)(C)C(=O)COC(=O)C1CC(=O)N(c2ccccc2)C1 (stereo not drawn)	-6.6	2.8	8.0	1.5	-3.1	-7.0	4.7	0.5	0.1
COc1cc(OC)cc(C(=O)N[C@H](C(=O)OCC(=O)Nc2ccc(C)cc2C)C(C)C)c1	-3.4	-4.8	2.2	7.4	-8.1	-1.5	-2.6	-0.2	1.3
COc1ccccc1NCc1ccc([N+](=O)[O-])s1	1.2	-3.7	3.4	0.3	-3.7	-0.6	0.9	0.1	13.4
CCOc1ccc(C(C)=O)cc1COc1cccnc1[N+](=O)[O-]	2.8	-3.2	3.5	-3.6	-1.2	-2.1	-7.2	1.8	-1.7
CC1CCN(C(=O)CSc2nnc(CNC(=O)c3ccc(S(=O)(=O)N(C)C)cc3)o2)CC1	-0.3	4.2	2.8	-3.6	0.4	1.4	4.9	0.9	6.7
COc1ccc(CCNC(=O)c2cc(S(=O)(=O)N3CCOCC3)ccc2N2CCCC2)cc1OC	-1.2	-1.2	2.2	7.2	-1.6	0.7	-7.6	-2.3	6.6
Cc1csc(NC(=O)CSc2ncc(-c3ccccc3)[nH]2)n1	-1.2	5.6	5.8	9.1	-2.4	7.2	4.5	0.8	-4.5
N#Cc1c(N)nc2c(c1N)CC(CCl)O2 (stereo not drawn)	-1.9	20.5	-5.8	3.4	-7.2	-15.1	11.1	-3.8	2.7
O=C(Cc1ccc(F)cc1)Nc1nnc(SCC(=O)N2CCCCC2)s1	0.2	-1.9	4.8	-1.2	-2.1	0.9	3.9	-4.3	-11.2
CCOC(=O)C1(Cc2cccc(OC)c2)CCN(Cc2ccc(OC)c(OC)c2)CC1	4.8	-2.6	0.6	-1.8	4.2	-5.5	-1.0	-1.8	8.2
Cc1ccc(C(=O)Nc2ccc3nccnc3c2)cc1	-2.5	4.0	1.2	-7.3	-5.7	4.5	2.1	2.8	3.0

Arranged by value in PAD4 inh (high to low): some entries from above.
SMILES	PAD4 inh
COc1ccc(-c2oc3c(OC)c(OC)c(OC)c(O)c3c(=O)c2OC)cc1OC	0.1
COc1cc(C(=O)Nc2ccc(C#N)cc2)c([N+](=O)[O-])cc1OC	-0.7
CCc1noc(C)c1C(=O)N1CCN(S(=O)(=O)c2c(C)c(C)cc(C)c2C)CC1	-3.9

An excerpt; count on the stated rates, not on these rows.
